RTF Ca sens act = cardiac RTF calcium sensitivity activators, primary screen, biochemical, IANBD-TnC fluorescence, EC20 calcium; IANBD-labeled TnC RTF fluorescence at EC20 calcium; 0% EC20 calcium, 100% full calcium; activation, % at 7.2 µM; 340,000 compounds, 0.24% hits; AID 493008, 2010;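 active means activation above the mean over all tested compounds plus 3 SD, cut at about 30% in these data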;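 further: rise in fluorescence read as greater calcium sensitivity of cardiac thin filaments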
Rtt109 HAT inh = inhibitors of C. albicans Rtt109/Vps75 HAT, primary screen, biochemical, ThioGlo CoA-SH fluorescence, plate reader | Histone acetyltransferase RTT109 (Candida albicans (strain SC5314 / ATCC MYA-2876)), … | purified Rtt109/Vps75, 4 h | inhibition, % at 34.9 µM | 330,000 compounds, 0.16% hits | AID 540336, 2011;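 active means inhibition of at least 50% in every replicate; inconclusive means best replicate reaches 50% inhibition but some replicates fall short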
SR-BI DiI inh = inhibitors of SR-BI mediated HDL lipid uptake, primary screen, ldlA[mSR-BI] cells, fluorescence, single point; ldlA[mSR-BI] CHO cells, DiI-HDL uptake fluorescence, 3 h; 320,000 compounds, 0.96% hits; inhibition, % at 12.5 µM;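 active means mean replicate inhibition of at least 70% and a set share of replicates each scoring 70 or more; inconclusive means meets just one of the two criteria; inactive means fails both criteria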;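 further: 0% = median of neutral control wells and 100% = median of positive control wells; values of inactives mirror those of a sister screen read the other way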
Target sequence (Q61009 whole entry, looked up): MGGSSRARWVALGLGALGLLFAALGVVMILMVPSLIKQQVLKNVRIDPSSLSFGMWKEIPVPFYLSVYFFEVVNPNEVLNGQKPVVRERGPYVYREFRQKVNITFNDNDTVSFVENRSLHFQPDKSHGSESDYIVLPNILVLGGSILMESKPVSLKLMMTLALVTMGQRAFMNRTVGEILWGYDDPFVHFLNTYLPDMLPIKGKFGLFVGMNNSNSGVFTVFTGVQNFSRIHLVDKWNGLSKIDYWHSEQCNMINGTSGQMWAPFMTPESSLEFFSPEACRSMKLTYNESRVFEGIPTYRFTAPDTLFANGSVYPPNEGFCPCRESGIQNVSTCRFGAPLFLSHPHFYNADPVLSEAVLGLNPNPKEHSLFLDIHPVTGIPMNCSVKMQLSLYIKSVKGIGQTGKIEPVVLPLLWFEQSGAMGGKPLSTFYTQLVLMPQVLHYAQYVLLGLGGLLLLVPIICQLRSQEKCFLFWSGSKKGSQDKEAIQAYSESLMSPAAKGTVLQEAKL
PvdQ inh = P. aeruginosa PvdQ acylase inhibitors, primary screen, biochemical, fluorescence, plate reader and imaging, single point | 340,000 compounds, 0.063% hits | inhibition, % at 10 µM | purified PvdQ acylase; in the data active means inhibition above about 30%, passing the limit was not always enough; inconclusive means no clear call, values can overlap the other calls;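 further: 0% = vehicle neutral wells and 100% = reference inhibitor wells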
Wnt bcat act = Wnt/beta-catenin pathway activators, primary screen, cell-based, plate reader, single point | Wnt/beta-catenin reporter cell assay, activator | activation, % at 9.35 µM | 300,000 compounds, 1.2% hits | AID 743398, 2014; in the data active means activation above about 30%, passing the limit was not always enough; inconclusive means no clear call, values can overlap the other calls;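 further: 0% = neutral control wells and 100% = positive control wells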
SR-BI uptake up = activators of SR-BI mediated DiI-HDL uptake, primary screen, ldlA[mSR-BI] CHO cells, DiI fluorescence; 3 h; 100 = double the neutral-control signal; activation, % at 12.5 µM; 320,000 compounds, 0.096% hits;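 active means mean replicate activation of at least 60% and every replicate at or above 60%; inconclusive means mean or all-replicate condition met, but not both; inactive means mean below 60% and not all replicates reaching 60%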;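 further: 0% = median plate neutral-control signal and 100% = twice that signal; values of inactives mirror those of a sister screen read the other way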
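Test system: SR-BI-overexpressing, LDLR-lacking CHO cells. Measured by: DiI fluorescence, bottom read. Medium: Ham's F12 with 0.5% BSA, HEPES 25 mM, pH 7.4. Timing: 3 h uptake period with compound, 37 °C.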
CDK5 inh = inhibitors of human CDK5/p35 kinase, primary screen, biochemical, single concentration. Recombinant CDK5/p35, ADP-Glo luminescence, 60 min. 330,000 compounds, 0.01% hits. Cyclin-dependent kinase 5 (Homo sapiens) + Cyclin-dependent kinase 5 activator 1 (Homo …. inhibition, % at 10 µM;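 active means highest replicate inhibition of at least 50% and at least 75% of replicates reaching 50%; inconclusive means only one of the two criteria met; inactive means both criteria failed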;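 further: plate controls were DMSO neutral control for no effect and GW8510 at 10 µM for full effect; many of its hits are not listed in these tables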
MITF act = activators of MITF-driven TRPM1 promoter reporter, primary screen, cell-based, SK-MEL-5, luciferase, single point. SK-MEL-5 TRPM1-promoter luciferase, 24 h; % of positive control, neutral wells = 0. activation, % at 12.5 µM. 300,000 compounds, 0.75% hits;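 active means mean activation of at least 80% with every replicate also reaching 80%; inconclusive means mean reaches 80% but some replicate falls short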;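 further: 0% = neutral control wells and 100% = parthenolide positive control wells; values of inactives mirror those of a sister screen read the other way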
HTR5A ag ctr = HTR5A agonists in luminescence cell assay, primary screen, counter-screen for OPRM1-OPRD1 heterodimer agonist project, full-deck HTS. 5-hydroxytryptamine receptor 5A (Homo sapiens), P47898. cell-based. activation, % at 9.3 µM. 340,000 compounds, 0.61% hits. AID 504692, 2011; in the data active means activation mostly above about 9.5%, no sharp cut-off; inactive means mostly below about 7.6%;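 further: 0% = cells with vehicle only and 100% = reference agonist; strong numbers were not always called active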
dFosB activator = activators of delta FosB homodimer, primary screen, biochemical, fluorescence polarization, TAMRA-CDK5 oligo, single point; 340,000 compounds, 0.99% hits; Protein FosB (Mus musculus), P13346; activation, % at 25 µM; AID 493131, 2011; purified delta FosB; percent of positive-control signal above neutral wells;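 active means mean activation above about 17%, with every replicate also reaching it, limit read from the data, passing the limit was not always enough; inconclusive means only one of the two conditions met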;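 further: fluorescence polarization rise as delta FosB binds a TAMRA Cdk5 AP-1 oligo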
Target sequence (P13346 whole entry, looked up): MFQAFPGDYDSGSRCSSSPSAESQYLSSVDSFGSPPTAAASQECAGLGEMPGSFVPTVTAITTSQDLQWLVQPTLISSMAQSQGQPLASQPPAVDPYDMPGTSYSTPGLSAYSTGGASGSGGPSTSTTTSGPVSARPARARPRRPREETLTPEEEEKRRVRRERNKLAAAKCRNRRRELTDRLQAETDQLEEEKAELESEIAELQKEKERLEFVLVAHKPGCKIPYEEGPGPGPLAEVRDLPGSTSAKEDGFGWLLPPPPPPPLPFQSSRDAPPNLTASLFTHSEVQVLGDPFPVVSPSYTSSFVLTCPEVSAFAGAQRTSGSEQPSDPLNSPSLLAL
An asterisk follows results filed as active; ? = inconclusive; nt = not tested or not shown.

SMILES	RTF Ca sens act	Rtt109 HAT inh	SR-BI DiI inh	PvdQ inh	Wnt bcat act	SR-BI uptake up	CDK5 inh	MITF act	HTR5A ag ctr	dFosB activator
Cc1cccc(N2CCN(S(=O)(=O)c3c(C)[nH]c(=O)[nH]c3=O)CC2)c1C	4	2	-11	-18	-6	11	-3.9	3	10	-8
Cc1nnc(NC(=O)CSc2cn(Cc3ccccc3)c3ccccc23)s1	2	15	20	7	-4	-20	0.6	nt	0	9
S=c1[nH]ncn1/N=C/c1ccc(N2CCOCC2)cc1	10	-14	-9	-12	4	9	1.3	nt	-2	3
CCCCn1nc2cc(C(=O)NC[C@@H]3CCCO3)ccc2c1OCC	12	-10	-8	-12	1	8	1.4	-1	1	-5
O=C(CCN1C(=O)/C(=C\c2ccccc2Cl)SC1=S)Nc1cccnc1	-2	-14	0	-14	0	0	0.3	-3	14	-10
CC1CCc2cc(F)ccc2N1C(=O)CSc1nnc2c(n1)[nH]c1ccccc12 (stereo not drawn)	5	-11	10	-13	-6	-10	0.8	6	0	-12
COC(=O)c1ccc(Cn2cnc3c(cnn3-c3ccc(F)cc3)c2=O)o1	5	7	nt	-12	nt	nt	0.7	-10	-1	-6
COc1ccccc1-c1noc(CSc2nc(C)cc(=O)[nH]2)n1	1	5	-18	-5	1	18	0.4	-4	-2	-5
O=C(COC(=O)c1ccc(S(=O)(=O)N2CCCC2)cc1)NCc1cccs1	0	13	-10	3	nt	10	-0.1	5	-4	3
COc1ccccc1NC(=O)CSc1nnc(Cc2cccn2C)n1-c1ccc(F)cc1	2	8	39	-12	-2	-39	-0.4	5	0	2
Cc1ccc(S(=O)(=O)N(CC(=O)Nc2cc(C)ccc2C)C(=O)N2CCN(C)CC2)cc1	9	-2	4	-11	-1	-4	-0.6	-2	1	1
O=c1cc2ncc(-n3cc([N+](=O)[O-])cn3)cn2[nH]1	-5	-3	9	1	-1	-9	-0.5	-10	1	0
COc1ccccc1-c1cc2nc(C)c(CCC(=O)NCc3ccco3)c(C)n2n1	1	3	37	-10	0	-37	-0.7	-16	-1	-11
COn1c(-c2ccc(Cl)cc2)nc2ncccc21	-4	nt	52	-9	3	-52	1.1	64	6	0
Cc1nc2c(Br)cc(Br)cc2c(=O)n1-c1ccccc1NC1OCC(O)C(O)C1O (stereo not drawn)	-6	-1	1	0	-1	-1	2.6	1	5	0
O=C(CSc1nnc(-c2cccs2)o1)NCc1ccco1	5	3	-12	-8	1	12	0.9	0	-5	0
CC(O)[C@H]1CN=C(N)N1CCCCC1CCCCC1 (stereo partly drawn)	4	2	4	-10	-2	-4	0.2	-9	4	-4
COc1ccc(CNc2ncc(-c3ccccc3)n2C)c(OC)c1OC	-2	-1	-14	-8	3	14	0.0	nt	4	-10
Cc1ccc(S(=O)(=O)Nc2cccc(C(=O)NC3CCN(Cc4ccccc4)CC3)c2)cc1F	1	15	-11	12	-2	11	-1.2	-7	2	-5
CCCC(=O)N(CCN1CCOCC1)c1nc2c(OC)ccc(OC)c2s1	-2	11	-2	6	-2	2	-0.5	-1	-4	-6
O=C(OCCN1C(=O)c2ccccc2C1=O)c1cc(S(=O)(=O)N2CCOCC2)ccc1F	-3	-11	nt	-12	8	nt	-0.7	-3	-1	-11
Cc1ccc(NC(=O)CCCNC(=O)c2ccc(Cl)cc2)nc1	-5	-3	-4	-4	7	4	1.8	44	-4	2
CCOC(=O)C1CCN(S(=O)(=O)c2cn(C)c(=O)n(C)c2=O)CC1	0	-7	-28	13	1	28	0.7	nt	0	0
CN1CCN(C(CNS(=O)(=O)c2cccs2)c2cccnc2)CC1 (stereo not drawn)	-3	-5	-23	1	-3	23	3.7	nt	-3	-2
COc1ccc(NC(=O)CSc2ncn(-c3ccccc3)n2)cc1Cl	0	-4	11	-11	-4	-11	-1.8	-5	5	-15
Fc1ccc(NC(=S)Nc2ccccc2Cl)cc1	-1	1	13	3	3	-3	-8.5	9	-4	1
CCC(=O)Oc1ccc(-c2cnc3ccccc3n2)cc1	-3	4	9	8	28	-9	8.1	50	-1	-13
Cc1cc(C(=O)CSc2cccc[n+]2[O-])c(C)n1-c1ccc(OC(F)F)cc1	1	-1	9	-11	12	-9	0.0	36	4	-7
COc1cccc(CNn2cn[nH]c2=S)c1OCc1ccccc1	4	8	-4	7	nt	4	-0.2	-4	-2	1
Cc1cc(C)c2[nH]c(=O)c(C(c3nnnn3Cc3ccc4c(c3)OCO4)N3CCCCC3)cc2c1 (stereo not drawn)	3	-6	-23	-14	nt	23	0.4	-12	1	-8
N#C/C(C(=O)Oc1ccccc1)=C1\C=CC=CN1	2	-17	-5	13	nt	5	0.1	60	2	-2
CCOc1ccc(N(C)S(=O)(=O)c2ccc(C)c(C(=O)OCC(=O)c3c[nH]c4ccccc34)c2)cc1	-5	nt	22	-19	-7	-22	0.5	-27	-1	1
CSCCCNC(=S)Nc1ccc(N2CCOCC2)cc1	1	4	-1	-5	-2	1	0.1	-6	1	-10
Cc1cc(N2C(=O)C(=O)/C(=C(/O)c3ccccc3)C2c2cccc(Br)c2)no1 (stereo not drawn)	0	-4	-12	-2	-1	12	-3.6	3	-2	0
Cc1ccc(S(=O)(=O)NCC(c2ccc3c(c2)OCO3)N2CCN(c3ccccc3)CC2)cc1 (stereo not drawn)	4	4	-2	-17	-2	2	1.0	-3	-3	-2
Cc1cccc(C)c1NS(=O)(=O)c1cc2c3c(c1)CC(=O)N3CCC2	0	-3	24	-13	0	-24	-1.8	-5	-2	-3
COc1cc2c(-c3ccc4cc[nH]c4c3)c(-c3ccsc3)oc(=O)c2cc1OC	1	-2	17	-17	-1	-17	-1.6	4	5	-19
CC(=O)Nc1cccc(NC(=S)Nc2ccc(F)c(Cl)c2)c1	-3	6	23	-6	2	-23	0.2	5	-1	-7
CCOC(=O)C1=C(COC(=O)/C=C/c2ccccc2Cl)NC(=O)NC1C (stereo not drawn)	-4	13	35	-4	1	-35	-1.2	35	-5	-28
CC(C)c1ccc(N(CCc2ccccn2)C(=O)C(C)(C)C)cc1	15	4	nt	-14	-1	nt	-5.0	nt	0	-15
CC(C)COc1ccc(CNC(=S)N/N=C/c2ccc([N+](=O)[O-])cc2)cc1	8	4	36	-23	nt	-37	1.6	5	1	-2
CCc1ccc2oc(=O)cc(CN3CCC(C)CC3)c2c1	-4	3	34	-2	-2	-28	-1.8	-9	-2	6
COC(=O)C1=CN(Cc2cccs2)C=C(C(=O)OC)C1c1ccc(OC)cc1OC	-1	-3	-9	-21	-2	9	-1.5	-8	2	-8
Clc1ccccc1Cc1noc(CN2CCCCC2CCc2ccccn2)n1 (stereo not drawn)	1	2	20	-8	-4	-20	-3.1	-1	-2	-19
O=C(NC1CCCN(c2ccc(C(F)(F)F)cn2)C1)c1ccncc1 (stereo not drawn)	-5	-6	-11	-11	0	11	0.1	-2	-2	-5
Cc1ccc(CNC(=O)CC(NC(=O)c2ccccc2)c2ccccc2)cc1 (stereo not drawn)	-3	-2	-31	-6	-3	nt	-0.9	0	-1	10
O=C1CN(C(=O)COC(=O)c2ccc[n+]([O-])c2)c2ccccc2N1	3	11	-12	8	-1	12	-1.0	-9	0	-3
CC(=O)c1ccc(OCCCC(=O)N2CCN(S(=O)(=O)c3ccc(C(C)C)cc3)CC2)cc1	-10	-7	11	-2	0	-11	-1.3	-12	8	-12
COCc1ccc(C(=O)N2CCCCC2C(=O)Nc2ccc(-n3nc(C)cc3C)cc2)o1 (stereo not drawn)	1	0	25	-8	-2	-25	1.0	-11	-2	-3
CCC(=O)Nc1c(S(=O)(=O)c2ccccc2)c2nc3ccccc3nc2n1C(C)c1ccccc1 (stereo not drawn)	-6	33	-10	9	-1	10	0.3	7	2	-2

Single records, from the list above. Order of values: RTF Ca sens act, Rtt109 HAT inh, SR-BI DiI inh, PvdQ inh, Wnt bcat act, SR-BI uptake up, CDK5 inh, MITF act, HTR5A ag ctr, dFosB activator
Entry for `O=C(NC1CCCN(c2ccc(C(F)(F)F)cn2)C1)c1ccncc1` (stereo not drawn) : -5, -6, -11, -11, 0, 11, 0.1, -2, -2, -5
Entry for `Cc1ccc(CNC(=O)CC(NC(=O)c2ccccc2)c2ccccc2)cc1` (stereo not drawn) : -3, -2, -31, -6, -3, nt, -0.9, 0, -1, 10

The list continues:
SMILES	RTF Ca sens act	Rtt109 HAT inh	SR-BI DiI inh	PvdQ inh	Wnt bcat act	SR-BI uptake up	CDK5 inh	MITF act	HTR5A ag ctr	dFosB activator
C/C(=N\NC(=O)C(=O)Nc1c(C)n(C)n(-c2ccccc2)c1=O)c1ccc(Cl)s1	-7	3	-5	-8	0	5	0.0	nt	2	6
Clc1nc2nc3n(c2nc1Cl)CCC3	-7	-3	-10	-3	-1	10	0.4	-10	1	-1
O=C(CN1C(=O)NC2(CCCCC2)C1=O)N1CCN(C(=O)c2cccs2)CC1	2	-2	-23	-10	-2	23	0.3	6	-1	-6
CCN(CC)CCN(C(=O)c1ccc(C(=O)c2ccccc2)cc1)c1nc2ccc(OC)cc2s1	2	3	10	-2	-1	-10	0.2	10	5	?
CCOc1ccc(-c2nc(N)nc(C)c2-c2ccc(OC)c(OC)c2)c(O)c1	3	1	-11	-14	-1	11	-3.7	nt	0	-10
C[C@@H]1CCCCCCCCC(=O)OCCN(C(=O)OC(C)(C)C)[C@H](C)CCCCCCCCC(=O)OCCN(C(=O)OC(C)(C)C)[C@H](C)CCCCCCCCC(=O)OCCN(C(=O)OC(C)(C)C)[C@H](C)CCCCCCCCC(=O)OCCN1C(=O)OC(C)(C)C	-5	-25	-9	-10	0	9	2.2	-3	7	2
O=C(CSc1nnc2n(C3CCCC3)c(=O)c3ccccc3n12)N1CCCCCC1	5	8	10	-6	nt	-10	1.3	-18	3	-11
CCN1CCCC1CNC(=O)COc1cc(=O)n(C)c2ccccc12 (stereo not drawn)	-1	-3	-2	-5	nt	2	1.6	-2	5	-12
CCN(CC)c1ccc(C=Nc2ccc(OC)c(S(=O)(=O)N3CCOCC3)c2)c(O)c1	-1	-15	4	-12	2	-4	-0.4	0	3	-6
CCN1CCN(c2ncnc3c2nnn3Cc2ccccc2)CC1	-6	-35	-13	-4	-9	13	-0.4	nt	2	-2
CCOc1ccc(-c2cc(C(=O)NCCCn3ccnc3)c3ccccc3n2)cc1	0	-22	57	-16	0	-57	-5.7	62	6	-22
Cc1ccc(C)c(C(=O)Cn2ncc(Cl)c(Cl)c2=O)c1	0	3	-3	-8	nt	3	0.3	-74	-4	1
